Wnt act = activators of Wnt/beta-catenin signaling. actives 1.2% (n = 300,000). Wnt/beta-catenin reporter cell assay, activator, plate reader. AID 743398. activation, % at 9.35 µM; in the data active = activation above about 30%, passing the limit was not always enough; inconclusive = no clear call, values can overlap the other calls;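 note: 0% = neutral control wells and 100% = positive control wells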
NSD2 HMT inh = NSD2 (human) methyltransferase inhibition | NSD2 peptide methylation, AlphaScreen, 120 min | inhibition, % at 12.5 µM | actives 0.54% (n = 310,000); in the data active = inhibition above about 50%
CDK5 inh = inhibitors of human CDK5/p35 kinase; Q00535+Q15078; Recombinant CDK5/p35, ADP-Glo luminescence, 60 min; inhibition, % at 10 µM; actives 0.01% (n = 330,000); AID 488839;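 active = highest replicate inhibition of at least 50% and at least 75% of replicates reaching 50%; inconclusive = only one of the two criteria met; inactive = both criteria failed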;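 note: plate controls were DMSO neutral control for no effect and GW8510 at 10 µM for full effect; many of its hits are not listed in these tables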
Target sequence (Q00535 whole entry, looked up): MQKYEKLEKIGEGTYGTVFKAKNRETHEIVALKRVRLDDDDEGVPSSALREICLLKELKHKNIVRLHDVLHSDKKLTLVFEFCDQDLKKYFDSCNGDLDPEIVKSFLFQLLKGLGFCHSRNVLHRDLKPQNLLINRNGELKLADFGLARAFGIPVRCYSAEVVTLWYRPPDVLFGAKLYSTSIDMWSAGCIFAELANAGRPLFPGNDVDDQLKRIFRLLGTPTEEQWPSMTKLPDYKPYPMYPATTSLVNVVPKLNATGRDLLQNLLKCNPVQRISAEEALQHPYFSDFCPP
Target sequence (Q15078 whole entry, looked up): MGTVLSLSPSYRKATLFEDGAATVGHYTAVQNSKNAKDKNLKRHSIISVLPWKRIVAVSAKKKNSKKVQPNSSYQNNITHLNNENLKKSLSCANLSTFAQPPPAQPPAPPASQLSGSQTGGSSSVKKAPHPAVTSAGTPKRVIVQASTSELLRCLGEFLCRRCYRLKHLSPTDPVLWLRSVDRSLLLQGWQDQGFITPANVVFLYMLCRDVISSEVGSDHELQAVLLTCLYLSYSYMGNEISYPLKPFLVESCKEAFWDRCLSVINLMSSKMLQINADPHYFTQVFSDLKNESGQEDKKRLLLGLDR
V-ATPase pHluor = regulators of yeast V-ATPase proton transport; S. cerevisiae, pHLuorin cytosolic pH fluorescence; response, % at 10 µM; actives 0.37% (n = 350,000); in the data active = response mostly above about 7.3%, no sharp cut-off; inactive = mostly below about 5.4%; note: actives read high; inactives centre near 0; some compounds called inactive have numbers as strong as hits; reference of the scale not given here
HTR5A ag ctr = activates human HTR5A in OPRM1-OPRD1 agonist counter-screen | HTR5A agonist assay, luminescence, cell-based | actives 0.61% (n = 340,000) | activation, % at 9.3 µM | AID 504692 | P47898; in the data active = activation mostly above about 9.5%, no sharp cut-off; inactive = mostly below about 7.6%;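 note: 0% = cells with vehicle only and 100% = reference agonist; strong numbers were not always called active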
HTR5A inv ctr = inverse agonist of human HTR5A in OPRM1-OPRD1 counter-screen. HTR5A cell line, luminescence, inverse agonism. inhibition, % at 9.3 µM. actives 0.083% (n = 340,000). AID 504634; in the data active = inhibition mostly above about 23%, no sharp cut-off; inactive = mostly below about 18%;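 note: 0% = cells with DMSO and 100% = no-cell wells with DMSO; some compounds called inactive have numbers as strong as hits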
MITF act = MITF TRPM1 promoter activation in melanoma cells | SK-MEL-5 TRPM1-promoter luciferase, 24 h; % of positive control, neutral wells = 0 | activation, % at 12.5 µM | AID 588334 | actives 0.75% (n = 300,000);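 active = mean activation of at least 80% with every replicate also reaching 80%; inconclusive = mean reaches 80% but some replicate falls short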;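 note: 0% = neutral control wells and 100% = parthenolide positive control wells; values of inactives mirror those of a sister screen read the other way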
PvdQ acylase = P. aeruginosa PvdQ acylase inhibition; AID 488965; purified PvdQ acylase, fluorescence plate reader; inhibition, % at 10 µM; actives 0.063% (n = 340,000); in the data active = inhibition above about 30%, passing the limit was not always enough; inconclusive = no clear call, values can overlap the other calls;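 note: 0% = vehicle neutral wells and 100% = reference inhibitor wells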
SR-BI DiI inh = blocks mouse SR-BI lipid uptake from DiI-HDL; Q61009; ldlA[mSR-BI] CHO cells, DiI-HDL uptake fluorescence, 3 h; inhibition, % at 12.5 µM; actives 0.96% (n = 320,000); AID 488896;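 active = mean replicate inhibition of at least 70% and a set share of replicates each scoring 70 or more; inconclusive = meets just one of the two criteria; inactive = fails both criteria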;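 note: 0% = median of neutral control wells and 100% = median of positive control wells; values of inactives mirror those of a sister screen read the other way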
dFosB activator = enhances mouse delta FosB homodimer DNA binding; P13346; purified delta FosB, TAMRA-CDK5 oligo fluorescence polarization; percent of positive-control signal above neutral wells; activation, % at 25 µM; actives 0.99% (n = 340,000); AID 493131;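 active = mean activation above about 17%, with every replicate also reaching it, limit read from the data, passing the limit was not always enough; inconclusive = only one of the two conditions met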;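 note: fluorescence polarization rise as delta FosB binds a TAMRA Cdk5 AP-1 oligo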
Target sequence (P13346 whole entry, looked up): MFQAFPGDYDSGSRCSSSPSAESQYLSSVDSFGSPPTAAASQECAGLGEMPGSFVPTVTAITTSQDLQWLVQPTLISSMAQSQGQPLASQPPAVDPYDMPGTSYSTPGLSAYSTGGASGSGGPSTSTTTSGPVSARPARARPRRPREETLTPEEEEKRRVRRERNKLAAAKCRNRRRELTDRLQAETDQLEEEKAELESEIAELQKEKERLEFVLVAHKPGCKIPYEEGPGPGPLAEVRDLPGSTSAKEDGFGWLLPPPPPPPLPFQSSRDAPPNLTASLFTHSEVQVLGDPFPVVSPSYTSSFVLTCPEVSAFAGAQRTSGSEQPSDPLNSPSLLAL
An asterisk follows results filed as active. Not a hit list; overall some 5% were active at least once.

What do the screens show for `COc1ccc(-c2csc(NC(=O)C3CSC4(C)CCC(=O)N34)n2)cc1OC` (centres undefined)?
Wnt act: -5; NSD2 HMT inh: 0; CDK5 inh: -1.2; V-ATPase pHluor: -3; HTR5A ag ctr: -1; HTR5A inv ctr: 2; MITF act: -2; PvdQ acylase: 1; SR-BI DiI inh: 28; dFosB activator: -1

Results for CC(=O)Nc1ccc(NC(=O)CCn2c(=O)oc3ccccc32)cc1 ?
CDK5 inh: -1.4; V-ATPase pHluor: -1; HTR5A ag ctr: 1; HTR5A inv ctr: -1; MITF act: -6; PvdQ acylase: -4; SR-BI DiI inh: 19; dFosB activator: 1

How did Cc1ccc(-c2n[nH]c(=S)n2C)cc1Cl do in these assays?
Wnt act: 1; NSD2 HMT inh: -1; CDK5 inh: 0.0; V-ATPase pHluor: -4; HTR5A ag ctr: -7; HTR5A inv ctr: 19*; MITF act: -11; PvdQ acylase: -8; SR-BI DiI inh: 9; dFosB activator: 7

What do the screens show for `Cc1ccc(OCC(=O)O/N=C(\N)c2ccncc2)c(C)c1`?
Wnt act: 20; NSD2 HMT inh: -9; CDK5 inh: 0.8; V-ATPase pHluor: 3; HTR5A ag ctr: 11; HTR5A inv ctr: -31; MITF act: 161*; PvdQ acylase: -13; dFosB activator: -9

How did O=C(NCc1ccc2c(c1)OCO2)c1ccc(Cl)nc1 do in these assays?
Wnt act: -1; NSD2 HMT inh: -2; CDK5 inh: 0.7; V-ATPase pHluor: 1; HTR5A ag ctr: -4; HTR5A inv ctr: 12; MITF act: 10; PvdQ acylase: -13; SR-BI DiI inh: 2; dFosB activator: -2

What do the screens show for `Nc1[nH]c(N=NC(=O)c2ccccc2O)c2ccccc12`?
Wnt act: 71*; NSD2 HMT inh: 1; CDK5 inh: -0.8; V-ATPase pHluor: -3; HTR5A ag ctr: 4; HTR5A inv ctr: -8; MITF act: 17; PvdQ acylase: 10; SR-BI DiI inh: -1; dFosB activator: 1

Results for Cc1onc(-c2c(Cl)cccc2Cl)c1C(=O)NNc1ccccc1 ?
Wnt act: 1; NSD2 HMT inh: 26; CDK5 inh: 0.6; V-ATPase pHluor: -3; HTR5A ag ctr: -1; HTR5A inv ctr: -14; PvdQ acylase: -15; SR-BI DiI inh: -1; dFosB activator: -1

How did C=CCc1cccc2cc(C(=O)Nc3ccc(CC(=O)O)cc3)c(=O)oc12 do in these assays?
Wnt act: 1; NSD2 HMT inh: 14; CDK5 inh: 1.6; V-ATPase pHluor: 3; HTR5A ag ctr: 6; HTR5A inv ctr: -15; MITF act: -22; PvdQ acylase: -9; SR-BI DiI inh: 20; dFosB activator: -1

Results for Cn1c(-c2ccsc2)c(-c2cccs2)c2cc(-c3ccc4[nH]ccc4c3)ccc21 ?
Wnt act: -3; CDK5 inh: 0.5; V-ATPase pHluor: 1; HTR5A ag ctr: 2; HTR5A inv ctr: 4; MITF act: 13; PvdQ acylase: -9; SR-BI DiI inh: 34; dFosB activator: 11

How did COc1cccc(C2c3c(-c4ccccc4)n[nH]c3C(=O)N2c2ccc(C(=O)O)cc2)c1 (centres undefined) do in these assays?
Wnt act: -5; CDK5 inh: -3.1; V-ATPase pHluor: -4; HTR5A ag ctr: 2; HTR5A inv ctr: -14; MITF act: -11; PvdQ acylase: -12; SR-BI DiI inh: -21; dFosB activator: -3

How did CS(=O)(=O)c1ccc(Cl)c(NC(=O)COC(=O)c2ccc(-n3cnnn3)cc2)c1 do in these assays?
Wnt act: 0; NSD2 HMT inh: -9; CDK5 inh: -0.8; V-ATPase pHluor: 0; HTR5A ag ctr: -4; HTR5A inv ctr: 11; MITF act: 2; PvdQ acylase: -8; SR-BI DiI inh: 12; dFosB activator: inconclusive

Results for Cc1cccc(N(NC(=O)C(C)(C)O)C(=O)c2ccccc2)c1 ?
NSD2 HMT inh: -1; CDK5 inh: -0.4; V-ATPase pHluor: -1; HTR5A ag ctr: -5; HTR5A inv ctr: 12; MITF act: 4; PvdQ acylase: 6; SR-BI DiI inh: -3; dFosB activator: 1

How did CCC1(C)NC(=O)N(/N=C/c2cc(OC)c(O)c(OC)c2)C1=O (centres undefined) do in these assays?
Wnt act: -1; NSD2 HMT inh: -5; CDK5 inh: 1.7; V-ATPase pHluor: 1; HTR5A ag ctr: -2; HTR5A inv ctr: 7; MITF act: 17; PvdQ acylase: -11; SR-BI DiI inh: -8; dFosB activator: -1

Results for CC(=O)Nc1nc2ccc(Br)cc2s1 ?
NSD2 HMT inh: -1; CDK5 inh: 4.6; V-ATPase pHluor: -1; HTR5A ag ctr: 1; HTR5A inv ctr: -9; MITF act: 24; PvdQ acylase: -10; SR-BI DiI inh: -4; dFosB activator: -10

Results for CC(OC(=O)C1=COCCO1)C(=O)c1ccc(C(C)(C)C)cc1 (centres undefined) ?
Wnt act: 4; NSD2 HMT inh: -1; CDK5 inh: -2.1; V-ATPase pHluor: -4; HTR5A ag ctr: -1; HTR5A inv ctr: 2; MITF act: 23; PvdQ acylase: -11; SR-BI DiI inh: -7; dFosB activator: -18

How did CCOc1cc(Br)c(/C=C2/C(=O)N(C)C(=S)N2CC(=O)OC)cc1OC do in these assays?
Wnt act: -12; NSD2 HMT inh: 0; CDK5 inh: 0.3; V-ATPase pHluor: 0; HTR5A ag ctr: -1; HTR5A inv ctr: -10; MITF act: 19; PvdQ acylase: 6; SR-BI DiI inh: 26; dFosB activator: 7

How did CCCCN(C(=O)C1=NN(c2ccccc2)C(=O)CC1)c1c(N)n(CC(C)C)c(=O)[nH]c1=O do in these assays?
Wnt act: 5; NSD2 HMT inh: -1; CDK5 inh: -1.7; V-ATPase pHluor: 2; HTR5A ag ctr: -7; HTR5A inv ctr: 24; MITF act: -5; PvdQ acylase: -13; SR-BI DiI inh: -2; dFosB activator: -7

Results for CCCOc1ccc(NC(=O)C2CC(=O)N(C(C)C)C2)cc1 (centres undefined) ?
Wnt act: 1; NSD2 HMT inh: -12; CDK5 inh: -0.1; V-ATPase pHluor: 1; HTR5A ag ctr: 2; HTR5A inv ctr: -4; PvdQ acylase: -14; SR-BI DiI inh: -7; dFosB activator: 0

What do the screens show for `CCOc1ccccc1NC(=O)C1C2C=CC(C2)C1C(=O)O` (centres undefined)?
NSD2 HMT inh: 0; CDK5 inh: 1.1; V-ATPase pHluor: -11; HTR5A ag ctr: 1; HTR5A inv ctr: -2; MITF act: -5; PvdQ acylase: -7; SR-BI DiI inh: 4; dFosB activator: -8

How did Cc1ccc(NC(=O)NC2CCCCCCC2)cc1 do in these assays?
Wnt act: 35*; NSD2 HMT inh: -4; CDK5 inh: -1.2; V-ATPase pHluor: 5; HTR5A ag ctr: 3; HTR5A inv ctr: -6; MITF act: 64; PvdQ acylase: -7; SR-BI DiI inh: 0; dFosB activator: 4

What do the screens show for `CN(C(=O)c1ccccc1C(=O)c1ccccc1)C1CCS(=O)(=O)C1` (centres undefined)?
Wnt act: -1; CDK5 inh: 1.4; V-ATPase pHluor: 9; HTR5A ag ctr: 5; HTR5A inv ctr: 1; MITF act: 1; PvdQ acylase: -15; SR-BI DiI inh: -15; dFosB activator: 6

Results for CC(=O)c1cc(C#N)c(N2CCCCC2)nc1C ?
Wnt act: -1; NSD2 HMT inh: 0; CDK5 inh: 0.6; V-ATPase pHluor: -2; HTR5A ag ctr: 0; HTR5A inv ctr: 4; MITF act: 8; PvdQ acylase: 3; SR-BI DiI inh: 0; dFosB activator: -2

How did O=C(Nc1ccc(C(=O)NC2CCCCC2)cc1)c1cccnc1 do in these assays?
Wnt act: -1; NSD2 HMT inh: -1; CDK5 inh: 0.4; V-ATPase pHluor: -2; HTR5A ag ctr: 6; HTR5A inv ctr: 5; MITF act: -6; PvdQ acylase: -23; SR-BI DiI inh: 8; dFosB activator: -2

Results for COC(=O)Cn1cnc2c(cnn2-c2ccc(C)cc2)c1=O ?
CDK5 inh: 0.5; V-ATPase pHluor: 2; HTR5A ag ctr: 0; HTR5A inv ctr: 0; MITF act: 36; PvdQ acylase: -18; SR-BI DiI inh: -19; dFosB activator: 3

How did CSc1nnc2n(C)c3c(c(=O)n12)C1(CCCC1)Cc1ccccc1-3 do in these assays?
Wnt act: -6; NSD2 HMT inh: -5; CDK5 inh: -2.1; V-ATPase pHluor: -2; HTR5A ag ctr: -1; HTR5A inv ctr: 8; PvdQ acylase: 0; SR-BI DiI inh: 24; dFosB activator: -4

What do the screens show for `CC(C)Oc1ccc(S(=O)(=O)N2CCOCC2)cc1NC(=O)CC1CCCC1`?
Wnt act: 2; NSD2 HMT inh: -1; CDK5 inh: 0.0; V-ATPase pHluor: 0; HTR5A ag ctr: 2; HTR5A inv ctr: -6; MITF act: 3; PvdQ acylase: 4; SR-BI DiI inh: -21; dFosB activator: -10

How did CC1CN(C(=O)CCC(=O)NCCCc2ccccc2)c2ccccc2O1 (centres undefined) do in these assays?
Wnt act: -1; CDK5 inh: 0.4; V-ATPase pHluor: 4; HTR5A ag ctr: 3; HTR5A inv ctr: -9; MITF act: 8; PvdQ acylase: -20; SR-BI DiI inh: -20; dFosB activator: 0

What do the screens show for `O=C(CN1CCCCC1)Nc1cc(Cl)ccc1Cl`?
NSD2 HMT inh: -3; CDK5 inh: -0.7; V-ATPase pHluor: -1; HTR5A ag ctr: 2; HTR5A inv ctr: -21; MITF act: 11; PvdQ acylase: 8; SR-BI DiI inh: 25; dFosB activator: -6

How did COc1ccc(OC)c(NC(=O)CCn2cccc2)c1 do in these assays?
NSD2 HMT inh: 6; CDK5 inh: -0.3; V-ATPase pHluor: -2; HTR5A ag ctr: 5; HTR5A inv ctr: -14; MITF act: -3; PvdQ acylase: -12; SR-BI DiI inh: 36; dFosB activator: 4

Results for CN(Cc1ccccc1)C(=S)Nc1ccc(OC(F)F)cc1 ?
NSD2 HMT inh: 7; CDK5 inh: 2.3; V-ATPase pHluor: -4; HTR5A ag ctr: 4; HTR5A inv ctr: 1; MITF act: 6; PvdQ acylase: -12; SR-BI DiI inh: -6; dFosB activator: -3

What do the screens show for `Cc1cccn2c(=O)c(/C=N/O)c(N3CCCCC3)nc12`?
NSD2 HMT inh: -1; CDK5 inh: -2.4; V-ATPase pHluor: 2; HTR5A ag ctr: 3; HTR5A inv ctr: 7; MITF act: -5; PvdQ acylase: -10; SR-BI DiI inh: 17; dFosB activator: 1

Results for CCOC(=O)C1=C(C)N[C@@]2(O)c3ccccc3C(=O)[C@@]12O ?
Wnt act: 1; NSD2 HMT inh: 6; CDK5 inh: -0.7; V-ATPase pHluor: 1; HTR5A ag ctr: -2; HTR5A inv ctr: 16; MITF act: -10; PvdQ acylase: -9; SR-BI DiI inh: -2; dFosB activator: -5

How did CCOc1ccccc1NC(=O)COn1nnc2ccccc21 do in these assays?
NSD2 HMT inh: 0; CDK5 inh: 0.0; V-ATPase pHluor: 4; HTR5A ag ctr: 0; HTR5A inv ctr: -15; MITF act: 13; PvdQ acylase: -19; SR-BI DiI inh: 5; dFosB activator: 6
